EPAC1 antag: antagonists of human EPAC1. EPAC1 GEF assay, Rap1b-BODIPY-GDP exchange fluorescence. O95398. Potency, µM (top dose mostly 115 µM), for inactives: at the top dose activity change, negative = inhibition, actives largely listed as inhibitors. AID 720709. 360,000 compounds, 0.14% hits;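 further: potency means the concentration at half of the fitted maximal effect; plate controls were vehicle for no effect and positive control for full effect; nearly all actives have a fitted effect of over 50% in size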
WRN inhibitor: blocks human WRN helicase; 360,000 compounds, 0.46% hits; WRN helicase unwinding, fluorescent forked duplex, kinetic; Potency, µM (top dose mostly 114 µM), for the others: at the highest dose activity change, negative = inhibition, actives largely listed as inhibitors; further: potency means the concentration at half of the fitted maximal effect; on the % scale 0 is the no-effect control and ±100 the full control effect; nearly all actives have a fitted effect of over 55% in size
Target sequence (Q14191 whole entry, looked up): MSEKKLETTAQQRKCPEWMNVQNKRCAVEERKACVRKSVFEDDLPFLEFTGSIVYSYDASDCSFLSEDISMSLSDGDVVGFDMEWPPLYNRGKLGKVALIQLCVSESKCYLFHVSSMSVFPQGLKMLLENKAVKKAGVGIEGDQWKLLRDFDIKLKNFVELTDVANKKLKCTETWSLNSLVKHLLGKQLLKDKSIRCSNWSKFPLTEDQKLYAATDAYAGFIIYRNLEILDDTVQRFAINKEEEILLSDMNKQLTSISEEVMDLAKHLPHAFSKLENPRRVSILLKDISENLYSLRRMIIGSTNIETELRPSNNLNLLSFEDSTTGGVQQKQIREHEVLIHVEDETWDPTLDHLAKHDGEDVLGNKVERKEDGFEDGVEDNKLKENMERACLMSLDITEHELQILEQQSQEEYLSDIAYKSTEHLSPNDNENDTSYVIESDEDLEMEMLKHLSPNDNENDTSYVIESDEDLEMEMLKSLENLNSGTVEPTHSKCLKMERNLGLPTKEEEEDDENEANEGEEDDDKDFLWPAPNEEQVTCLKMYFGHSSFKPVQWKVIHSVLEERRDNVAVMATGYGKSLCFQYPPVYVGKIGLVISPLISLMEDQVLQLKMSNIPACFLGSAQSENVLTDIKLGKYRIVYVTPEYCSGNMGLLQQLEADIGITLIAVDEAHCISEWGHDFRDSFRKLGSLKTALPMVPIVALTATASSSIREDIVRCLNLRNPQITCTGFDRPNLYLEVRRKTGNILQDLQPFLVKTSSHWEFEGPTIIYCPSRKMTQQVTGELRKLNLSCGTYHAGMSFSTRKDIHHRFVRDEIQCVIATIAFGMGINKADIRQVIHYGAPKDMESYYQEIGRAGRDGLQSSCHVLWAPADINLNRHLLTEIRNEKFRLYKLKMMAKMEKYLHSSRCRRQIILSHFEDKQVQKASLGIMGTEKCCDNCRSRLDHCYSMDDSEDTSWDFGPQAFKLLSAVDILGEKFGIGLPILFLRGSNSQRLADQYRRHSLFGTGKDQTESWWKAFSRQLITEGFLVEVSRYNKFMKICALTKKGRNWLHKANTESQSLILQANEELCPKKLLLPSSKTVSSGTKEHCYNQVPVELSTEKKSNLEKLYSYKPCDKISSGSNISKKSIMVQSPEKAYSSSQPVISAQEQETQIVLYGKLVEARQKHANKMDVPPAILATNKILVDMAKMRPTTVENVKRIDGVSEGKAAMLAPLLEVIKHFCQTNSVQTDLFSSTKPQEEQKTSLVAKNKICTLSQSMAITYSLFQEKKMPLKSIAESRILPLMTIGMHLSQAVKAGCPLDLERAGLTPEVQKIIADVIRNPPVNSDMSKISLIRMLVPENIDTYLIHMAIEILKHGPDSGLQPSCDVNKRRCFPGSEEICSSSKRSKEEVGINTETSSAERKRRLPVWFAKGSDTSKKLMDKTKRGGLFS
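WRN at 20 nM final preincubated with compound 15 min at room temperature; reaction started with 100 nM fluorophore/quencher forked duplex oligonucleotide and 2 mM ATP final. Unwinding followed kinetically by red fluorescence (ex 525, em 598 nm).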
FUS suppressor: suppressors of FUS proteinopathy in yeast. 390,000 compounds, 0.24% hits. Potency, µM (series often up to 76.6 µM), without a hit: at the highest dose growth rescue (activation), actives largely listed as activators. S. cerevisiae FUS-expressing, growth rescue, OD600, 24 h. AID 1347120;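 further: potency means the concentration at half of the fitted maximal effect; plate controls were DMSO vehicle for no effect and reference control for full effect; nearly all actives have a fitted effect of over 55% in size; some results filed as inactive show a strong effect at the top dose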
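Cultures pregrown in 2.5% raffinose medium are shifted to minimal medium containing 2% galactose to express toxic FUS. Compounds are tested at several concentrations. After 24hr at 30C, growth is quantified at 600 nm absorbance.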
Abeta yeast res: A-beta toxicity reversal in yeast; yeast expressing A-beta42, growth rescue, OD600, 48 h; response scale: 0% DMSO, 100% iron-clioquinol control; Potency, µM (series often up to 46.1 µM), for inactives: top-dose growth rescue, most hits filed as activators; 410,000 compounds, 0.063% hits; AID 1347071; further: potency means the concentration at half of the fitted maximal effect; nearly all actives have a fitted effect of over 55% in size
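Growth rescue measured by 600 nm absorbance after 48 h yeast culture at 30 C with compound. Values normalized between DMSO and an equimolar ferric chloride plus clioquinol control.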
PLK1 PBD block: PLK1 (human) polo-box domain binding inhibition. Plk1 PBD binding of FITC phosphopeptide, fluorescence polarization. Potency, µM, without a hit: max response, negative = inhibition, most hits filed as inhibitors. P53350. 360,000 compounds, 2.8% hits; further: potency means the concentration at half of the fitted maximal effect; series mostly up to about 57 µM; on the % scale 0 is the no-effect control and ±100 the full control effect; nearly all actives have a fitted effect of over 65% in size
EPAC1 ag: agonists of human EPAC1; Potency, µM (series often up to 154 µM), for the others: top-dose activation, usual class: activators; EPAC1 agonist qHTS, biochemical assay; response scale: 100% = response to 6.5 mM cAMP; 360,000 compounds, 0.073% hits; AID 720707; further: potency means the concentration at half of the fitted maximal effect; nearly all actives have a fitted effect of over 60% in size
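Normalized to 6.5 mM cAMP, activity reflects EPAC1-catalysed release of BODIPY-GDP from Rap1B, followed kinetically over 30 min at 480 nm excitation, 540 nm emission. Reaction contained 100 nM EPAC1, 250 nM Rap1B-BODIPY-GDP, 50 uM GDP.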
PI5P4Ka inh: blocks human PI5P4K alpha kinase activity. P48426. PI5P4Kalpha enzyme, ADP-Glo luminescence, 60 min; stronger effect = lower value. max response, %. 330,000 compounds, 1.2% hits. AID 652105; active means max response of -50% or lower; inconclusive means between -30% and -50%; inactive means -30% or higher; further: value at the top dose of about 77 µM; on the % scale 0 is the no-effect control and ±100 the full control effect
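Single end-point luminescence (ADP-Glo) quantified ADP from PI5P4Kalpha turnover; ATP 5 microM final, 1 h at RT, 0.1% CHAPS and 0.28 mM EGTA in HEPES pH 7.4.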
IL-2 act: activates IL-2 in a cell-based reporter assay; activation, % (series mostly up to about 46 µM); AID 652025; IL-2 activation reporter assay, cell-based qHTS; stimulated with anti-CD3/CD4/CD28 beads; in transgenic mouse T cells; 360,000 compounds, 0.065% hits; in the data active means activation above about 50%; inconclusive means mostly about 30% to 49%; further: 0% is about no effect
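First, unstimulated transgenic mouse T cells were exposed to compound for 60 min. Next, anti-CD3/anti-CD4-coated beads with anti-CD28 were added. Finally, after 18 h at 37 degrees C, EGFP and DsRed were imaged.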
* marks the source's active call; other numbers are inactive results; u = inconclusive; x = no result given; [ ] = remark or other dose. Unless noted, the call rests on the fitted dose curve; in most records, active means well fitted curve in the direction sought with a large enough effect; inconclusive means small, poorly fitted or top-dose-only effect, or another doubt; inactive means no such curve, though single readings can be large; an effect the other way counts as inactive or inconclusive.

SMILES | EPAC1 antag | WRN inhibitor | FUS suppressor | Abeta yeast res | PLK1 PBD block | EPAC1 ag | PI5P4Ka inh | IL-2 act
Cc1nc2c(sc(=S)n2Cc2ccco2)c(=O)n1CC(=O)Nc1ccccc1F | -11% | -2% | 19% | 11% | -13% | -2% | -3 | -2.1
COc1ccc(C(=O)CC(=O)C(=O)Nc2ccc([N+](=O)[O-])cc2C)cc1 | -28% | -13% | 25% | -12% | -11% | -9% | 9 | -3.0
O=C(COC(=O)/C=C/c1ccc(Cl)c(Cl)c1)NC1CCS(=O)(=O)C1 (stereo not drawn) | 2% | -1% | x | 0% | -4% | -4% | 2 | -0.3
COc1ccc(-c2cc(C(F)(F)F)nc(N3CCN(Cc4ccccc4)CC3)n2)cc1OC | 8% | 4% | 34% | -5% | -8% | 0% | 1 | -3.6
Cc1ccc(-c2n[nH]c(=S)n2/N=C/c2c(C)[nH]n(-c3ccccc3)c2=O)cc1 | -4% | 1% | 19% | -3% | -16% | 7% | -58* | -0.6
N#CC1(NC(=O)COC(=O)CCN=C2NS(=O)(=O)c3ccccc32)CCCCC1 | -7% | -6% | -3% | 4% | 11% | -1% | 7 | 0.7
N=c1c(S(=O)(=O)c2ccccc2)cc2c(=O)n3ccccc3nc2n1C1CCCC1 | 10% | -13% | 3% | 2% | 1% | -1% | -1 | 5.7
CCN1CCN(C(=O)CCN2C(=O)c3ccccc3S2(=O)=O)CC1 | 9% | 5% | -13% | 21% | -3% | 8% | 0 | -2.4
Cc1ccc(C(=O)NCC(=O)OCC(=O)Nc2cc(S(=O)(=O)N3CCOCC3)ccc2Cl)s1 | -14% | u | 19% | 5% | -18% | 4% | 4 | 3.4
COCCCN1C(=O)C(CC(=O)NCc2cccc3ccccc23)CC(C(=O)N(C(C)C)C(C)C)=C1C (stereo not drawn) | -11% | 5% | 32% | -10% | -7% | 3% | 0 | 0.6
CN(C)c1ccc(C=Nc2ccc(N(C)C)cc2)cc1 | 1% | -7% | 34% | -9% | -9% | 1% | -7 | -1.2
O=C(Nc1ccc2[nH]c(=O)[nH]c2c1)c1cccc([N+](=O)[O-])c1 | -11% | -12% | -2% | 7% | 4% | -3% | -1 | 0.6
CC(C)C[C@@H](CN1CCCC1CN1C(=S)NC[C@@H]1Cc1ccccc1)N1C[C@H](Cc2ccccc2)N(CCc2ccccc2)C1=S (stereo partly drawn) | -10% | 2% | u | 19% | -25% | -6% | 1 | -0.7
CCOC(=O)C(CC)/C(C)=N\NC(=O)CCC(=O)Nc1ccc(Cl)cc1Cl (stereo not drawn) | -8% | -6% | -34% | -2% | -6% | 8% | -2 | 0.3
COc1ccc(/C=C2\C(=O)NCC(=O)N2Cc2ccccc2)cc1 | -2% | 8% | 7% | -10% | -2% | 2% | 3 | 0.3
C[C@@H](C(=O)Nc1cccc(S(=O)(=O)N2CCOCC2)c1)N1C(=O)C2CC=CCC2C1=O (stereo partly drawn) | -12% | -6% | 20% | -2% | 10% | 7% | 4 | 0.2
c1ccc2c(c1)nc(N1CCOCC1)c1ccccc12 | -1% | 0% | -8% | 2% | 7% | 0% | 0 | -1.3
Cc1nc(-c2cccnc2)sc1C(=O)Nc1ccc(C(F)(F)F)cc1 | 7% | 7% | 16% | -29% | -3% | -5% | -1 | -2.9
Cc1cccc2cc(CN(CCCN(C)C)C(=S)NCCc3ccccc3)c(=O)[nH]c12 | 3% | -2% | 19% | 4% | 0% | -7% | 4 | 0.8
O=C(NN1CCOCC1)c1cc(-c2cccs2)nc2ccccc12 | 5% | 2% | 17% | 6% | -15% | 1% | -15 | 1.0
Cc1cccc(C)c1OCC(=O)N/N=C/c1ccc2c(c1)OCO2 | -7% | 3% | -25% | 8% | -1% | -5% | 7 | 0.4
O=C(c1ccco1)N1CCN(C(=O)N2c3ccccc3Sc3ccccc32)CC1 | -4% | -6% | 31% | -66%[inhibitor] | -1% | 22% | x | -2.9
O=C(CC[C@H]1O[C@@H](n2cnc3c(NC(=O)c4ccccc4)ncnc32)[C@H](O)[C@@H]1O)NCC(c1ccccc1)c1ccccc1 | 2% | 1% | 24% | -17% | -10% | -2% | 0 | 0.6
C[C@H](NC(=O)[C@@H]1CSC2c3ccccc3C(=O)N21)C(=O)NCc1c(F)cccc1Cl (stereo partly drawn) | -7% | -3% | 7% | -6% | -6% | -6% | 0 | -0.6
COc1ccc(C(=O)O)cc1NC(=S)NC(=O)/C=C/c1ccc(C(C)C)cc1 | -15% | -5% | 9% | -3% | u | 3% | -9 | 0.0
CCc1ccc(CNC(=O)CCS(=O)(=O)Cc2ccccc2F)cc1 | -8% | -8% | -32% | 13% | -6% | 3% | -2 | -0.8
CCC(C)NS(=O)(=O)c1ccc(S(=O)(=O)N(CC(=O)Nc2ccccc2)Cc2ccco2)cc1 (stereo not drawn) | -9% | -19% | -5% | 8% | -2% | 10% | x | -4.0
CCCCCc1c(-c2ccc(F)cc2F)ncn1CCc1ccccc1OC | -26% | -8% | 24% | -10% | 3% | -15% | 8 | -0.6
O=C(Nc1cc(C(F)(F)F)ccc1Cl)c1ccncc1 | -9% | 3% | 11% | 6% | 2% | -3% | -3 | 0.6
C=CCn1c(SCC(O)Cn2c3ccccc3c3ccccc32)nnc1-c1ccco1 (stereo not drawn) | -17% | -2% | 40% | -11% | -1% | 8% | 3 | 0.6
COc1ccc(Cl)cc1NC(=O)CN(C)C(=O)c1cc(=O)c2ccccc2o1 | -2% | 9% | 24% | -11% | -11% | -9% | -1 | 0.1
C#CCOc1c(Br)cc(/C=N/O)cc1OCC | -12% | -22% | -9% | -16% | -14% | -21% | -5 | -1.1
COc1ccc(Cl)cc1C(=O)Nc1ccc(NC(C)=O)cc1 | -13% | -5% | 9% | 2% | 5% | -2% | -2 | 0.7
O=C(c1ccc(S(=O)(=O)Cc2ccccc2F)c([N+](=O)[O-])c1)N1CCCC1 | 11% | 4% | -3% | -23% | 24µM* | -1% | -25 | -1.2
Cc1cc(C)c(NC(=O)CNC(=O)c2cc([N+](=O)[O-])ccc2N2CCOCC2)c(C)c1 | 5% | 5% | 5% | -7% | 0% | 4% | -5 | -3.1
CCN(CC)CCNCc1cc(Br)ccc1OCC(=O)NCc1ccccc1 | -14% | -4% | 16% | 5% | -10% | -2% | 5 | -0.5
COc1ccc(C)cc1NC(=O)c1cc(S(=O)(=O)N2CCCC2)cn1C | -23% | -6% | 0% | 3% | -8% | -23% | 9 | -2.3
CCC(=O)NC(NCC1CCCO1)C(Cl)(Cl)Cl (stereo not drawn) | -5% | -12% | -20% | -9% | 0% | -6% | 2 | -0.2
C/C=C/C=C/C(=O)O | -12% | 4% | -54% | -18% | -3% | -21% | 0 | 0.3
CCc1ccc(Oc2coc3cc(OC(=O)c4cc5ccccc5oc4=O)ccc3c2=O)cc1 | 13% | 8% | x | 2% | -6% | -3% | -20 | -4.1
Nc1ccc(-n2nncc2-c2ccccc2)cc1 | 2% | 5% | 3% | 3% | -1% | -3% | u | -0.1
Cc1cccc(-c2noc(CCCOc3ccc(Cl)cc3Cl)n2)c1 | 12% | 0% | -2% | 5% | -7% | 10% | 7 | 0.7
Cn1nnnc1Sc1ncnc2scc(-c3ccc(C(F)(F)F)cc3)c12 | -28% | x | 29% | -10% | x | 5% | x | -0.8
COc1ccc(NC(=O)/C(C#N)=C\c2ccc(OCc3ccc(C(=O)O)cc3)c(OC)c2)cc1 | u | 35µM* | 14% | -3% | u | 18% | 1 | -2.7
CC(C)S(=O)(=O)NC(=O)C1(C)CCN1C(=O)Cc1ccccc1 (stereo not drawn) | -6% | 0% | -8% | 13% | -14% | 6% | -10 | 0.4
COCCCNC(=O)CCC(=O)Nc1ccc2nc(N3CCOCC3)cc(C)c2c1 | 12% | -2% | -5% | 3% | -1% | -5% | x | -0.3
COCCNC(=O)CN(c1ccc(C)cc1)S(=O)(=O)c1ccccc1 | 13% | 1% | 10% | 19% | 1% | 2% | x | 2.9
CCOc1ccc(C2CC(c3cccc(OC)c3OC)n3nnnc3N2)cc1Cl (stereo not drawn) | 2% | -2% | u | 15% | 4% | 4% | -4 | 0.2
CCc1noc(C)c1C(=O)Nc1cc(Cl)ccc1-n1cncn1 | 8% | 1% | -8% | -4% | -2% | -3% | -4 | -2.6
O=c1oc2ccccc2cc1N1CCOCC1 | -16% | 2% | 8% | -11% | -3% | -2% | -8 | -1.0

One compound at a time (already shown). Values in the order: EPAC1 antag	WRN inhibitor	FUS suppressor	Abeta yeast res	PLK1 PBD block	EPAC1 ag	PI5P4Ka inh	IL-2 act
Results for CCc1ccc(CNC(=O)CCS(=O)(=O)Cc2ccccc2F)cc1 : -8%	-8%	-32%	13%	-6%	3%	-2	-0.8
Results for COc1ccc(C(=O)CC(=O)C(=O)Nc2ccc([N+](=O)[O-])cc2C)cc1 : -28%	-13%	25%	-12%	-11%	-9%	9	-3.0
Results for CCc1ccc(Oc2coc3cc(OC(=O)c4cc5ccccc5oc4=O)ccc3c2=O)cc1 : 13%	8%	x	2%	-6%	-3%	-20	-4.1

Continued.
SMILES | EPAC1 antag | WRN inhibitor | FUS suppressor | Abeta yeast res | PLK1 PBD block | EPAC1 ag | PI5P4Ka inh | IL-2 act
Cc1nnsc1-c1onc(C)c1C(=O)O/N=C/c1ccc(Cl)cc1 | -26% | 6% | -7% | -96%[inhibitor] | -10% | -1% | 3 | 0.1
CCn1nnc2cc(C(=O)Nc3cc(Cl)ccc3C)ccc21 | -3% | -8% | 5% | -14% | -9% | 7% | -3 | 0.2
Cc1ccc(C(=O)NCC(=O)OCC(=O)c2c(N)n(C)c(=O)n(C)c2=O)cc1C | 9% | -19% | x | 4% | -6% | 7% | 3 | -1.0
COc1ccc(/C(O)=C2/C(=O)C(=O)N(Cc3ccco3)C2c2cccs2)cc1 (stereo not drawn) | -1% | -27% | 2% | -5% | -13% | 4% | x | -0.5
CCN1CCC(C(N)=O)CC1 | 3% | -25% | -13% | 10% | -9% | 9% | 3 | 0.6
C=CCn1c(CCNC(=O)c2cccs2)nnc1SCC(=O)Nc1cccc(Cl)c1C | 8% | 1% | 22% | 6% | -9% | 6% | x | 1.9
COc1ccc(Nc2nc3ccccc3nc2NS(=O)(=O)c2ccc(NC(C)=O)cc2)cc1 | -7% | -12% | 25% | -6% | u | 0% | 2 | -1.7
COC(=O)c1ccc(OC(=O)c2cccs2)cc1 | 9% | 31%[57.1 µM] | 1% | -9% | 4% | -3% | 2 | 0.6
COc1ccc(CCNC(=O)c2cnn(-c3ccc(C)c(C)c3)c2NC(=O)c2ccco2)cc1OC | 12% | -1% | 20% | -3% | -11% | 2% | x | -0.4
